Bioassay records from PubChem BioAssay.
NPSR antagonist: neuropeptide S receptor (human) antagonism, cAMP; Q6W5P4; CHO-NPSR cells, cAMP TR-FRET, antagonist mode; Potency, µM (top dose mostly 38.3 µM), for inactives: at the highest dose activity change, negative = inhibition, usual class: inhibitors; hit rate 1% among 220,000; further: on the % scale 0 is the no-effect control and ±100 the full control effect; nearly all actives have a fitted effect of over 50% in size; many of its hits are not listed in these tables
ALDH1A1 block: inhibitors of human aldehyde dehydrogenase 1A1. Purified ALDH1A1, NADH fluorescence, propionaldehyde substrate. P00352. Potency, µM (doses to about 75.3 µM), for the others: top-dose activity, negative = inhibition, hits mostly inhibitors. AID 1030. hit rate 7.3% among 220,000; active means well fitted inhibition curve with a large enough effect, not every such curve was filed as active; inconclusive means small, poorly fitted or top-dose-only effect, or another doubt; inactive means no such curve, though single readings can be large or run the other way;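 further: plate controls were no enzyme wells and a reference inhibitor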
Target sequence (P00352 whole entry, looked up): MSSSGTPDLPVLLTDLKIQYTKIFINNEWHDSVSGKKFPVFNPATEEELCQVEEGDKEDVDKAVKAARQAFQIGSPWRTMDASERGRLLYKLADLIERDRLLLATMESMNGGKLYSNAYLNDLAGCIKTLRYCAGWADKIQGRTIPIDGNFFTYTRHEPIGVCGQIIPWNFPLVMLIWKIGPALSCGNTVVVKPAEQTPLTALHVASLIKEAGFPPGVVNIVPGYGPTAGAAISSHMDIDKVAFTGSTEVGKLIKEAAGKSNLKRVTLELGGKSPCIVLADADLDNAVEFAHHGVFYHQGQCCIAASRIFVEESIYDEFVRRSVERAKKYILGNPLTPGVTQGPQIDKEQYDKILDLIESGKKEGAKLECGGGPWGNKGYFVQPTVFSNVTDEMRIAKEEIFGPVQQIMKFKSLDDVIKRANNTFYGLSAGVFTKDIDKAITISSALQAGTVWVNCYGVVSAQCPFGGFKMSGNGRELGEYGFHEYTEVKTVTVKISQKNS
Tau fluor cs: counter-screen for tau fibril formation inhibitors; hit rate 0.93% among 280,000; tau K18 P301L (four-repeat tau fragment) Alexa594 fluorescence, heparin fibrillization; AID 1463; Potency, µM (series often up to 57.7 µM), for inactives: at the highest dose activity change, negative = decrease; further: on the % scale 0 is the no-effect control and ±100 the full control effect; nearly all actives have a fitted effect of over 55% in size
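Human K18 P301L tau (15 uM unlabeled plus 0.24 uM Alexa 594-labeled, final) in 100 mM sodium acetate pH 7 was mixed with compound and 20 uM heparin and incubated 6 hr at 37 C.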
aGlu spleen mod: inhibits or activates alpha-glucosidase in human spleen homogenate | human spleen homogenate, 4-MU-alpha-glucoside fluorescence | hit rate 0.006% among 240,000 | P10253 | Potency, µM (series often up to 79.9 µM), without a hit: top-dose activity change, negative = inhibition, actives largely listed as inhibitors | AID 2112;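 further: 0% = enzyme with vehicle and -100% = no enzyme basal signal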
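Enzyme source: human spleen homogenate, 1 ug/well. Buffer 50 mM citric acid/K phosphate pH 5.0, 0.01% Tween-20. 4-MU-alpha-glucoside 1 mM; 37 C x 40 min; NaOH/glycine stop; fluorescence.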
GAA glycogen mod: alters human alpha-glucosidase cleavage of glycogen | AID 2100 | Potency, µM (highest dose often 76.4 µM), without a hit: at the highest dose activity change, negative = inhibition, most hits filed as inhibitors | recombinant GAA, glycogen substrate, Amplex Red glucose oxidase fluorescence | P10253 | hit rate 0.38% among 300,000;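 further: 0% = full enzyme reaction and -100% = no-enzyme basal signal; the screen sought inhibitors and activators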
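qHTS, 1536-well; enzyme 4 nM final; cpd up to 77 uM; substrate bovine liver glycogen 30 ug; 50 mM citrate/phosphate pH 5.0, 0.01% Tween-20; 37 C, 40 min; Amplex Red detection 45 min RT; Hill fit → AC50.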
Epigenetic derep: derepresses silenced GFP reporter in murine cells; murine LDR cells, GFP reporter derepression, 30 h; Potency, µM (titrated, usually from 53.9 µM), without a hit: at the highest dose GFP activation, usual class: activators; hit rate 0.2% among 280,000; AID 1865; further: % of control where 0% means no effect; nearly all actives have a fitted effect of over 60% in size
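Readout is the number of GFP-expressing murine LDR cells, counted by cytometry following washing. Cells were treated with compound for 30 h at 37 C; the stably integrated CMV-GFP locus is normally silent.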
GAA inhib: alpha-glucosidase (human) inhibition; Potency, µM (doses to about 76.9 µM), for the others: top-dose activity change, negative = inhibition, actives largely listed as inhibitors; purified human GAA, 4-MU-alpha-glucoside fluorescence; hit rate 0.005% among 200,000;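 further: plate controls were uninhibited enzyme wells for no effect and no-enzyme background for full effect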
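Endpoint fluorogenic read: 20 min room-temperature reaction of 4 nM human alpha-glucosidase with 400 uM 4-methylumbelliferyl-alpha-D-pyranoside, pH 5.0, quenched with 1M NaOH/1M glycine pH 10. AC50 from Hill modeling.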
aGal spleen mod: inhibitors or activators of human alpha-galactosidase in spleen homogenate; P06280; human spleen homogenate, 4MU-alpha-Gal fluorescence, 40 min; Potency, µM (series often up to 80 µM), for inactives: top-dose activity change, negative = inhibition, usual class: inhibitors; hit rate 0.008% among 240,000; AID 2107;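 further: 0% = enzyme with vehicle and -100% = no enzyme basal signal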
Target sequence (P06280 32-429 limits assumed): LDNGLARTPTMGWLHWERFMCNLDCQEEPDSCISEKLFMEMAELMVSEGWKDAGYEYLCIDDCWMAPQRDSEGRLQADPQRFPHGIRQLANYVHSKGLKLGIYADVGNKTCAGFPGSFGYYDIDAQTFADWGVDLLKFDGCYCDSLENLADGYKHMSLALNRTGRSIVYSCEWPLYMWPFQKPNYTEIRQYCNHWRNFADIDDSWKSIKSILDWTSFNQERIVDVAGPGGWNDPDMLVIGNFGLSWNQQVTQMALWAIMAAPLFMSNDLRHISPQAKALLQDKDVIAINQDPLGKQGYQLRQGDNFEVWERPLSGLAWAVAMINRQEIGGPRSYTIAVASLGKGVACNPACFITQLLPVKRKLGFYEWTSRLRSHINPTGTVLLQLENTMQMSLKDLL
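Human spleen homogenate (1 ug) as enzyme source, 4-methylumbelliferyl-alpha-D-galactopyranoside 1 mM final, citrate/phosphate pH 5.0 with 0.01% Tween-20. Compounds 40 min at 37C, NaOH/glycine stop; fluorescence Ex 365/Em 440, Hill-fit AC50.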
Starred values were filed as active, the others as inactive; ? = inconclusive; nt = no result given; [ ] = remark or other dose. Unless noted, the call rests on the fitted dose curve; in most records, active means well fitted curve in the direction sought with a large enough effect; inconclusive means small, poorly fitted or top-dose-only effect, or another doubt; inactive means no such curve, though single readings can be large; an effect the other way counts as inactive or inconclusive. Potency means the concentration at half of the fitted maximal effect. This is a subset (hit frequency here may not be typical).

SMILES	NPSR antagonist	ALDH1A1 block	Tau fluor cs	aGlu spleen mod	GAA glycogen mod	Epigenetic derep	GAA inhib	aGal spleen mod
CCOC(=O)c1ccccc1NC(=O)c1cc(S(=O)(=O)N2CCOCC2)ccc1F	?	-4%	-20%	-4%	-11%	4.3%	-13%	-2%
CC(C)(C)c1cc(S(=O)(=O)CCc2ccccn2)cc(C(C)(C)C)c1F	?	?	-12%	-5%	-20%	-5.0%	-9%	2%
N#Cc1c2c(c[nH]c1=O)CCN2Cc1ccccc1	0%[46.1 µM]	2%	0%	-3%	6%	-1.0%	0%	2%
CCOC(=O)N1CCN(C(=O)CN2C(=O)CC(C)(C)S(=O)(=O)c3ccccc32)CC1	-6%[46.1 µM]	12%	-4%	2%	-7%	8.3%	-9%	6%
COc1ccccc1NC(=S)N(CCCN1CCOCC1)Cc1cccs1	-19%	-16%	-10%	-9%	-5%	9.3%	1%	-13%
O=C(NCc1cccnc1)c1c[nH]c2cc3c(cc2c1=O)OCCO3	-2%[46.1 µM]	5%	0%	5%	-3%	-1.0%	3%	1%
CC1CCCCC1NC(=O)CN(C)S(=O)(=O)c1cccc2cccnc12 (configuration not stated)	3%	nt	?	0%	6%	1.1%	nt	3%
CCOc1ccc(C2/C(=C(\O)c3cccc(OC)c3)C(=O)C(=O)N2c2cc(C)on2)cc1OC (configuration not stated)	-12%[46.1 µM]	0%	10%	2%	6%	-1.0%	1%	7%
Cc1cc(NC(=O)NCC(F)(F)F)no1	8%	nt	11%	-3%	0%	1.1%	nt	-9%
CC(=O)c1cccc(N(CC(=O)Nc2ccccc2F)S(C)(=O)=O)c1	4%	9%	5%	-2%	8%	-0.4%	1%	-1%

Molecules shown so far with an aryl methoxy group, in the order listed:
SMILES	NPSR antagonist	ALDH1A1 block	Tau fluor cs	aGlu spleen mod	GAA glycogen mod	Epigenetic derep	GAA inhib	aGal spleen mod
COc1ccccc1NC(=S)N(CCCN1CCOCC1)Cc1cccs1	-19%	-16%	-10%	-9%	-5%	9.3%	1%	-13%
CCOc1ccc(C2/C(=C(\O)c3cccc(OC)c3)C(=O)C(=O)N2c2cc(C)on2)cc1OC (configuration not stated)	-12%[46.1 µM]	0%	10%	2%	6%	-1.0%	1%	7%

Next results.
SMILES	NPSR antagonist	ALDH1A1 block	Tau fluor cs	aGlu spleen mod	GAA glycogen mod	Epigenetic derep	GAA inhib	aGal spleen mod
O=C(c1scc2c1CCCC2)N1CCCCC1	-9%[46.1 µM]	-8%	-2%	6%	7%	0.0%	5%	3%
CCCn1c(=NC(=O)c2ccco2)c(C(=O)OCC)cc2c(=O)n3ccccc3nc21	?	?	1%	11%	2%	1.1%	?	29%
CCCOc1c(Cl)cc(/C=N/O)cc1OCC	2%[46.1 µM]	?	-28%	-1%	-16%	0.8%	4%	-2%
COC(=O)CSc1nnc(CNC(=O)c2cccs2)n1-c1cccc(C)c1	4%[46.1 µM]	10%	-6%	5%	-9%	-1.1%	-6%	7%
Cc1nc2ccccc2nc1CN1CCN(Cc2ccc(F)c(F)c2)C(CCO)C1 (configuration not stated)	0%	?	-5%	1%	-7%	2.5%	0%	1%
O=C(N/N=C/c1ccc(Cl)cc1)c1nc2ccc([N+](=O)[O-])cc2c(=O)[nH]1	-24%	-8%	-15%	7%	-15%	-0.6%	3%	8%
Cc1cccc(NC(=O)Nc2ccc(S(N)(=O)=O)cc2)c1	0%	nt	-1%	10%	4%	0.0%	nt	10%
Cc1onc(-c2ccccc2)c1-c1csc(N/N=C/c2ccccc2Cl)n1	3%	-4%	?	2%	?	0.4%	7%[15.4 µM]	5%
Cc1csc(SCC(=O)Nc2cc(S(=O)(=O)N3CCOCC3)ccc2N2CCOCC2)n1	3%	nt	13%	7%	-5%	-1.7%	nt	4%
CC(C)CC(=O)Nc1nnc(CSCc2ccc(F)cc2)s1	3%	nt	-16%	-1%	0%	1.1%	nt	-1%
COCCCNC(=O)C1CCN(C(=O)c2cc3sccc3n2Cc2ccc(F)cc2)CC1	-15%[46.1 µM]	10µM*	-8%	-14%	4%	-0.2%	-7%	-12%
Cc1cc(=O)n2[nH]c(SCc3ccc(Cl)cc3)nc2n1	0%[7.67 µM]	nt	-12%	0%	6%	1.1%	nt	-1%
COc1ccccc1-n1c(C)nc2cc(C(=O)NCc3ccc4c(c3)OCO4)ccc21	-27%	0%	-2%	12%	-8%	-1.0%	15%	6%
O=C(NCc1ccccc1)C1=C[C@@H](c2ccc(Br)cc2)C[C@@H](OCc2ccc(CO)cc2)O1	?	?	-20%	-2%	-10%	0.8%	nt	7%
COc1ccc(CCNC(=O)c2c(N)no[n+]2[O-])cc1OC	7%	-6%	-2%	0%	17%	-5.5%	-3%	-3%
CCCCNC(=O)C(=O)N/N=C/c1ccc(C(=O)OC)cc1	14%	9%	8%	-2%	5%	8.8%	-4%	-1%
Cc1cc2ccccc2n1CCNC(=O)C(C)C	-6%[46.1 µM]	-11%	-1%	7%	2%	-1.1%	-7%	4%
CCOC(=O)c1ccc(NC(=O)CCC(=O)OC)cc1	14%[46.1 µM]	-13%	-6%	10%	?	0.0%	2%	8%
Cc1ccccc1NC(=O)/C(=C\c1cccs1)NC(=O)c1ccco1	-6%[46.1 µM]	4%	-8%	-4%	4%	-5.4%	-7%	-1%
CCSc1cc(C)nc2c(-c3ccc(Cl)cc3)c(C)nn12	2%[46.1 µM]	?	-11%	3%	-14%	-2.8%	-4%	5%
NC(=NC(=O)c1ccc(Cl)cc1)N1N=CCC1c1ccccc1 (configuration not stated)	-28%	-1%	-4%	-1%	-3%	-2.1%	-1%	-1%
Cc1nn2c(NCCN(C)C)c3c(nc2c1-c1ccccc1)CCC3	-38%	nt	-15%	2%	1%	?	nt	3%
Cc1ccc(C(=O)N[C@H](C(=O)Nc2cc(Cl)cc(Cl)c2)C(C)C)cc1	-15%[46.1 µM]	5%	2%	-10%	18%	0.0%	-3%	-11%
CC1=C(C#N)c2nc(N)c(C#N)c(C)c2/C1=C\c1ccc(-c2ccccc2C(=O)O)o1	-8%	?	?	1%	-13%	-3.5%	3%	6%
Cc1c(C(=O)NN)nn(-c2ccc(Cl)cc2)c(=O)c1C#N	5%	-2%	-23%	nt	?	-1.4%	-13%	3%
COCCNC(=O)c1cc(-c2cccc(OC)c2)on1	-4%[46.1 µM]	8%	2%	1%	0%	0.0%	-11%	-3%
COCCCNC(=O)Cn1nnc(-c2ccc(NC(=O)c3ccccc3F)cc2)n1	-8%[46.1 µM]	-2%	-1%	1%	-1%	-0.8%	-2%	3%
COc1ccc(S(=O)(=O)NNC(=O)C2CC(c3cccnc3)=NO2)cc1 (configuration not stated)	5%	9%	-4%	-2%	20%	-4.2%	-5%	-3%
CCCCCCCCn1cnc2c(N)c(C)c(C)cc21	-27%[46.1 µM]	?	-14%	-8%	-5%	5.1%	-5%	-8%
COc1ccc(NCC(=O)N/N=C2\CCc3ccccc32)cc1	-13%	?	-25%	-12%	-15%	-6.4%	-5%	5%
O=C(CCCn1c(=S)[nH]c2ccccc2c1=O)NC1CCCCC1	-24%[46.1 µM]	-14%	-6%	-2%	-6%	-0.8%	?	2%
COc1ccc2[nH]c(C(=O)O)c(NS(=O)(=O)c3ccc(Cl)s3)c2c1	6%[46.1 µM]	-15%	-16%	7%	9.9µM*	0.1%	7%	10%
N#Cc1ccc(/C=N/NC(=O)CCc2ccc(S(=O)(=O)N3CCOCC3)cc2)cc1	4%	-1%	4%	-7%	-30%	3.9%	?	-3%
Cc1ccc2nc(N3CCCCC3)c(C=O)c(=O)n2c1	12%	?	3%	5%	-4%	-1.4%	3%	-5%
O=c1cc(CSc2nnc(Nc3ccccc3F)s2)nc2sccn12	5%	-10%	-12%	-1%	1%	0.6%	6%	2%
COc1cc(N)n(S(=O)(=O)c2ccc(C)cc2)n1	-14%	4%	-4%	6%	-8%	-0.5%	nt	9%
CCN(CC)c1ccc(NC(=O)CN2C(=O)CC(C)(C)S(=O)(=O)c3ccccc32)c(C)c1	-25%[46.1 µM]	-9%	-4%	-5%	-6%	0.0%	-10%	-1%
CSCCC(NC(=O)c1ccccc1)C(=O)OCC(=O)Nc1ccc(C)c(Cl)c1 (configuration not stated)	?	?	?	-1%	-7%	2.6%	?	-1%
CCc1ccc(CN(C)C(=O)CCc2nnc(Cc3cccc(C)c3)o2)nc1	-9%	2%	-6%	-4%	-8%	0.0%	5%	1%
Cc1ccc(C)c(OCC(=O)NCCN(C)C)c1	7%[46.1 µM]	17%	-7%	11%	18%	1.4%	-4%	10%
CCOC(=O)c1ccc(N2C(=O)CC(N3CCN(Cc4ccccc4)CC3)C2=O)cc1 (configuration not stated)	-11%[46.1 µM]	28µM*	0%	0%	9%	-0.9%	-3%	8%
N#CC1=C(SCC(=O)Nc2ccc(C(=O)O)cc2)NC(=O)CC1c1ccco1 (configuration not stated)	-19%	13µM*	-11%	-3%	6%	1.1%	-1%	-12%
Cc1cc(C)n(-c2c(F)c(F)c(CO)c(F)c2F)n1	-10%[46.1 µM]	6%	-1%	-3%	7%	0.7%	-2%	-2%
COc1ccc(C(=O)C(OC(=O)c2ccccc2)c2ccccc2)cc1 (configuration not stated)	-28%[46.1 µM]	-12%	-27%	-4%	-8%	0.0%	-6%	-7%
O=C(c1ccc(Cl)cc1[N+](=O)[O-])N1CCN(c2ccccn2)CC1	-12%	?	8%	0%	5%	1.2%	11%	0%
Cc1ccc(CNC(=S)Nc2ccc(C)c([N+](=O)[O-])c2)cc1	-1%[46.1 µM]	4%	8%	3%	7%	-0.9%	-1%	5%
Clc1cccc(CSc2nc3ccncc3[nH]2)c1	-5%[46.1 µM]	-2%	-16%	0%	-8%	2.3%	-4%	-6%
COC(=O)CCC(=O)Nc1ccc(Cl)c(Cl)c1	21%[46.1 µM]	-9%	-3%	-10%	3%	-0.7%	5%	10%
CC(C)CNC(=O)CCc1c[nH]c2ccccc12	4%[46.1 µM]	-15%	-2%	4%	11%	2.8%	3%	14%
CCOC(=O)Cn1nnnc1C(CC)N(Cc1ccccc1)Cc1cc2cc(C)ccc2[nH]c1=O (configuration not stated)	-24%[46.1 µM]	?	-25%	-8%	-6%	-1.8%	-10%	-3%
